Bioassay records deposited in PubChem by several laboratories.
PME-1 primary = PME-1 inhibitors via competitive probe labeling, primary screen, biochemical, fluorescence polarization, FP-Rh probe, HTS. Protein phosphatase methylesterase 1 (Homo sapiens), Q9Y570. recombinant PME-1. inhibition, % at 5.9 µM. 320,000 tested, 0.53% active. AID 2130, 2009;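 active = inhibition above the campaign mean of all compounds plus 3 SD, cut at about 26% in these data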;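 note: competitive labeling of PME-1 active site by serine hydrolase directed probe; 0% = PME-1 with DMSO and 100% = wells lacking PME-1 enzyme; inhibitors block probe labeling so polarization falls and inhibition rises; many of its hits are not listed in these tables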
AHR activator = AHR activators, primary screen, cell-based, luminescence, luciferase reporter, human; Aryl hydrocarbon receptor (Homo sapiens), P35869; AHR-responsive luciferase reporter cells; activation, % at 5 µM; 320,000 tested, 2.5% active; in the data active = activation above about 47%;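 note: 0% = vehicle wells and 100% = reference agonist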
PAFAH1B2 inh = PAFAH1B2 enzyme inhibitors, primary screen, biochemical, fluorescence polarization, human; Platelet-activating factor acetylhydrolase IB subunit alpha2 (Homo sapiens), P68402; recombinant PAFAH1B2, FP-rhodamine activity probe; inhibition, % at 3.39 µM; 340,000 tested, 1.2% active;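 active = inhibition above the mean of all tested compounds plus 3 SD, cut at about 24% in these data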;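 note: 0% = enzyme with DMSO and 100% = wells lacking PAFAH1B2; many of its hits are not listed in these tables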
MEX-5 binding = MEX-5 zinc finger RNA-binding disruptors – biochemical, C. elegans, fluorescence polarization, MLPCN library, primary screen; Zinc finger protein mex-5 (Caenorhabditis elegans), Q9XUB2; MEX-5/FITC-TCR2 RNA binding; active compounds read low; activity score (negative = inhibition of binding), % at 10 µM; 300,000 tested, 0.38% active;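 active = inhibition past about -25% in most replicates, and total fluorescence under double the plate's negative control median, limit read from the data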;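 note: 0% = DMSO and -100% = 5 µM competing unlabeled TCR2 RNA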
Target sequence (Q9XUB2 whole entry, looked up): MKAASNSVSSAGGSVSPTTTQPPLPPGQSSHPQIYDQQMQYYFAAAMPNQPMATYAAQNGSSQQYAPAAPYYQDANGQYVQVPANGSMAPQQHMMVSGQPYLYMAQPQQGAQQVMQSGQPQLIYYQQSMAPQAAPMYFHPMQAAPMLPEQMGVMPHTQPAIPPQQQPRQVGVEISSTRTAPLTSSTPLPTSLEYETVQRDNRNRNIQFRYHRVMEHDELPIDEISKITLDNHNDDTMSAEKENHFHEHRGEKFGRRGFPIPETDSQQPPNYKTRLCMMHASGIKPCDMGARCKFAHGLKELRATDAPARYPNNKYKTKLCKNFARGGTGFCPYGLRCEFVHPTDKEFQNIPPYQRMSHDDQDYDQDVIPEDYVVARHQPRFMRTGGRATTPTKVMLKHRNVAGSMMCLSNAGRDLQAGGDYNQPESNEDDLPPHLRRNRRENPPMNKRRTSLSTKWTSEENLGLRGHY
Fam108B counter = mouse Fam108B serine hydrolase inhibitors, primary screen, counter-screen for RBBP9 inhibitor project, biochemical, fluorescence polarization; recombinant Fam108B, FP-Rh probe fluorescence polarization; inhibition, % at 9.51 µM; 300,000 tested, 0.33% active; AID 1947, 2009;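 active = inhibition above the screen mean inhibition plus 3 SD, computed separately per campaign, cut at about 18% in these data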;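 note: inhibitors lower polarization as less probe binds the enzyme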
GLD-1 RNA inh = GLD-1/TGE RNA complex disruptors, primary screen, biochemical, fluorescence polarization; purified GLD-1 + fluorescein TGE RNA; 320,000 tested, 0.44% active; Female germline-specific tumor suppressor gld-1 (Caenorhabditis elegans), Q17339; inhibition, % at 5.96 µM;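 active = percent inhibition above a per-plate cutoff, the plate mean of test compounds plus 3 SD, cut at about 30% in these data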;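 note: 0% = DMSO wells with GLD-1 and probe and 100% = wells lacking GLD-1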
pPAFAH FP inh = pPAFAH enzyme inhibitors, primary screen, biochemical, fluorescence polarization, human; Platelet-activating factor acetylhydrolase (Homo sapiens), Q13093; inhibition, % at 3.39 µM; AID 463082, 2010; 330,000 tested, 1.5% active; recombinant pPAFAH, FP-rhodamine probe fluorescence polarization;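 active = inhibition above the mean inhibition across the screen plus 3 SD, cut at about 25% in these data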;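 note: inhibitors block binding of the rhodamine activity-based probe so polarization drops; 0% = enzyme with DMSO and 100% = wells lacking pPAFAH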
MCL1 BIM primary = inhibitors of MCL1 binding to BIM-BH3, primary screen, biochemical, fluorescence polarization. GST-MCL1 / FITC-Bim-BH3 fluorescence polarization. inhibition, % at 10.9 µM. 320,000 tested, 0.68% active. AID 2057, 2009;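 active = inhibition above the mean inhibition of all tested compounds plus 3 SD, set per campaign, cut at about 40% in these data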;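 note: 0% = DMSO wells and 100% = unlabeled Bim-BH3 peptide control; higher means more loss of mP so more displacement of Bim peptide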
Target sequence (Q07820 whole entry, looked up): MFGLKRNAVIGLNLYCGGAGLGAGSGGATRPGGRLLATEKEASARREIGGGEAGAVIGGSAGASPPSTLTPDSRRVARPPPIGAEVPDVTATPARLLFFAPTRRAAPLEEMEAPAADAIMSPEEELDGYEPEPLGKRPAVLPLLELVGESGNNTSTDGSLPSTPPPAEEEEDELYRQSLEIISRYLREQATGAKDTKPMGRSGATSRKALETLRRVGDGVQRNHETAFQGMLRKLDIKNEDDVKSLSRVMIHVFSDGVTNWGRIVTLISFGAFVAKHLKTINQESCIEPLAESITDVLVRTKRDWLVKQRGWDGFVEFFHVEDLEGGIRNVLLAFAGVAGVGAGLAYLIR
BCLXL inh = inhibitors of human Bcl-xL, primary screen, biochemical, fluorescence polarization, HTS; Bcl-2-like protein 1 (Homo sapiens), Q07817; GST-Bcl-xL / FITC-Bim BH3 peptide fluorescence polarization; inhibition, % at 10.9 µM; 320,000 tested, 0.7% active;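 active = inhibition above the mean of all tested compounds plus 3 SD, cutoff set per campaign, cut at about 30% in these data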;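 note: 0% = DMSO wells and 100% = unlabeled Bim-BH3 peptide competitor; inhibitors lower millipolarization by displacing the labeled peptide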
Target sequence (Q07817 whole entry, looked up): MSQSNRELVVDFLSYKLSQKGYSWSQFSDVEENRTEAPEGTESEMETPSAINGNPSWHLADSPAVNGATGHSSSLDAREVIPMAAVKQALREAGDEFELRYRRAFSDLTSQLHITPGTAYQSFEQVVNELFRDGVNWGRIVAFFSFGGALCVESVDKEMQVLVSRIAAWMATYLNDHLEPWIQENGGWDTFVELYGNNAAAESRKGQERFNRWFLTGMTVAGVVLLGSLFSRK
Active calls of the source: *; · = not tested or not shown.

1. O=C(COc1cccc(C(F)(F)F)c1)NCC(c1cccs1)N1CCOCC1 (stereo unspecified)
2. CCC(C)C(NC(=O)OCc1ccccc1)C(=O)OCN1C(=O)c2ccccc2C1=O (stereo unspecified)
3. CCC[C@@H](NS(=O)(=O)c1ccc(C)cc1)C(=O)Oc1ccc2c3c(c(=O)oc2c1)CCC3
4. COc1ccc2c(c1OC)C(=O)N(c1ccc(C)cc1)C2
5. COc1ccc(C2=C(C=C(C#N)C#N)C(c3ccccc3C)c3ccccc3O2)cc1OC (stereo unspecified)
6. O=C(NN=C1C2CC3CC(C2)CC1C3)c1ccccc1O
7. CC(=O)Oc1cccc(/C=N\NC(=O)C(=O)N/N=C/c2cccc(OC(C)=O)c2)c1
8. COc1ccccc1N1CCN(C(=O)c2cc(=O)c3ccc(C)cc3o2)CC1

assay / entry,1,2,3,4,5,6,7,8
PME-1 primary,1,3,4,0,6,-1,-4,2
AHR activator,2,0,-5,0,3,6,0,4
PAFAH1B2 inh,8,-4,3,-1,-5,3,0,3
MEX-5 binding,·,-1.3,1.0,0.9,2.5,-2.2,·,-2.3
Fam108B counter,·,2,2,1,-7,2,·,7
GLD-1 RNA inh,-4,0,2,3,4,-7,2,1
pPAFAH FP inh,0,33*,2,0,8,4,4,4
MCL1 BIM primary,0,3,-2,4,-7,4,0,3
BCLXL inh,4,4,3,4,1,5,2,2

9. COc1ccccc1/C=C/C(=O)OC(C)CN1CCCCC1 (stereo unspecified)
10. CCOC(=O)C1C(=O)CC(O)(c2ccccc2)CC1c1ccccc1 (stereo unspecified)
11. CCN(CC)S(=O)(=O)c1ccc(N2CC(C(=O)NCCC3=CCCCC3)CC2=O)cc1 (stereo unspecified)
12. CCOc1ccc(CCNC(=O)COC(=O)Cc2c[nH]c3ccccc23)cc1OCC
13. COC(=O)[C@]1(C)N[C@H](CN(C)C(=O)Nc2ccccc2)[C@@H]2C(=O)N(C)C(=O)[C@@H]21
14. C=CCSc1nsc(NC(=O)Nc2ccc(F)cc2)n1
15. COc1ccc(S(=O)(=O)N2CCOCC2)cc1NC(=O)[C@@H]1CCCN1C(=O)c1cccs1
16. O=C(c1ccc(S(=O)(=O)N2CCc3ccccc3C2)cc1)N1CCCCC1

assay / entry,9,10,11,12,13,14,15,16
PME-1 primary,-3,-1,6,-6,·,-36,5,-4
AHR activator,1,0,1,16,-1,3,0,1
PAFAH1B2 inh,8,9,4,6,3,-10,10,0
MEX-5 binding,0.9,-0.8,·,0.9,·,0.2,1.3,-1.5
Fam108B counter,6,5,·,0,·,-9,0,0
GLD-1 RNA inh,-5,7,5,1,2,10,4,4
pPAFAH FP inh,-4,7,-3,4,1,-1,2,1
MCL1 BIM primary,-4,6,5,-11,·,-12,-16,-4
BCLXL inh,4,-1,3,-8,·,-4,-1,3

17. COc1ccc(NS(=O)(=O)c2cccc(NC(=O)c3ccc(Cl)nc3)c2)cc1
18. CC(=O)NC(CC(=O)O)C(=O)O (stereo unspecified)
19. COc1ccccc1CNC(=O)COC(=O)c1ccc(C)c(S(=O)(=O)N2CCOCC2)c1
20. CN1CCN(S(=O)(=O)c2cccc(C(=O)Oc3ccc(Br)cc3F)c2)CC1
21. Cc1ccc(S(=O)(=O)N2CCCCC2)cc1NC(=O)C1CCCO1 (stereo unspecified)
22. Cn1ncc(Cl)c1C(=O)Nc1nc2ccc(Cl)cc2s1
23. Cc1ccc(CN2CCCC(C(=O)N3CCCC3)C2)cc1 (stereo unspecified)
24. CN(N=Nc1cccc([N+](=O)[O-])c1)c1cccc([N+](=O)[O-])c1

assay / entry,17,18,19,20,21,22,23,24
PME-1 primary,-11,-5,0,-1,-1,-3,-1,5
AHR activator,-10,6,0,1,5,60*,3,-4
PAFAH1B2 inh,1,0,3,13,1,7,1,4
MEX-5 binding,-0.3,-3.7,-0.5,2.2,0.8,-0.8,-3.0,-1.9
Fam108B counter,-8,-6,2,-2,1,0,1,0
GLD-1 RNA inh,0,7,7,5,4,0,-4,7
pPAFAH FP inh,17,2,7,4,7,1,4,6
MCL1 BIM primary,11,5,-4,-5,0,-1,-1,-2
BCLXL inh,-4,11,2,-9,0,9,3,-1

25. Cc1ccc(SC(C)C(=O)NCc2cccnc2)cc1 (stereo unspecified)
26. C/C(=N\NC(=O)C(=O)Nc1cc(Cl)ccc1Cl)c1ccncc1
27. Cc1c(C2=CCN(S(=O)(=O)c3ccc(Br)cc3)CC2)c2ccccc2n1C
28. COC(=O)c1ccsc1NS(=O)(=O)c1ccccc1
29. Cc1ccc(Nc2nc(Oc3ccc(=O)[nH]n3)nc(N(C)C)n2)cc1
30. O=C(N/N=C/c1ccccc1OCc1ccccc1Cl)c1cccnc1
31. Cc1cc(C)c(S(=O)(=O)N2CCCOC2CNC(=O)C(=O)NCCCn2ccnc2)c(C)c1 (stereo unspecified)
32. COc1ccc2ccc(OCC(=O)N3c4ccccc4NC(=O)CC3C)cc2c1 (stereo unspecified)

assay / entry,25,26,27,28,29,30,31,32
PME-1 primary,7,-7,-25,1,1,-22,0,7
AHR activator,3,89*,6,0,9,16,15,9
PAFAH1B2 inh,5,-1,-22,5,-1,7,5,-1
MEX-5 binding,0.5,0.1,7.3,-2.6,·,0.4,1.2,·
Fam108B counter,-6,0,-19,-1,-3,-15,-1,·
GLD-1 RNA inh,-1,5,12,10,2,4,6,1
pPAFAH FP inh,7,4,-10,28*,9,8,8,-1
MCL1 BIM primary,3,-3,6,11,9,-3,0,-10
BCLXL inh,12,4,12,9,4,3,-2,-8

33. Cc1cc(C)cc(N(CC(=O)NCc2ccc3c(c2)OCO3)C(=O)CCC(=O)Nc2ccccn2)c1
34. Cc1nn(-c2ccccc2)c(C)c1/C=N/n1c(-c2ccc(C(C)(C)C)cc2)n[nH]c1=S
35. Cc1cccc(NC(=O)NCc2ccccn2)c1
36. NC(=O)C1(N2CCCCC2)CCN(C(=S)Nc2cc(F)cc(F)c2)CC1
37. O=C(O)C1C2CCCCC2=C2CCCCC2C1C(=O)O (stereo unspecified)
38. Nc1nc(SCC(=O)Nc2cccc(Oc3ccccc3)c2)n[nH]1
39. CCCCN=C(C)C1=C(O)CSC1=O
40. C/C(=N\Nc1nc2ccccc2[nH]1)c1ccc(Cl)s1

assay / entry,33,34,35,36,37,38,39,40
PME-1 primary,3,-4,3,-4,-4,-3,4,7
AHR activator,2,17,10,-2,1,1,4,73*
PAFAH1B2 inh,2,5,2,0,5,9,-5,5
MEX-5 binding,0.6,4.4,-0.5,0.3,0.9,2.8,0.4,-1.7
Fam108B counter,2,-3,4,-6,3,1,-4,7
GLD-1 RNA inh,3,9,4,1,10,0,-3,6
pPAFAH FP inh,11,6,5,1,-6,9,2,5
MCL1 BIM primary,-4,-22,5,8,-3,2,-3,0
BCLXL inh,2,-26,3,3,0,1,-1,3

41. COc1ccc(-c2cc3ccc(O)cc3oc2=O)cc1OC
42. Cc1cc(C)c2c(C)nn(C3CCCCC3)c2n1
43. CC1=C(C)CC2C(=O)N(c3cccc4ccccc34)C(=O)C2C1 (stereo unspecified)
44. COc1cc(OC)c(NS(=O)(=O)c2c(C(=O)N3CCCCC3)c(C)n(C)c2C)cc1Cl
45. O=C(CSCCc1ccccn1)Nc1ccccn1
46. O=C(NCc1cccc(Cl)c1)c1cnn2c1NC(c1ccco1)CC2C(F)(F)F (stereo unspecified)
47. O=C(Nc1ccc(S(=O)(=O)N2CCCCC2)cc1)c1ccc(CN2CCOCC2)cc1
48. CN(C)/C=N/n1cnc2ccccc2c1=O

assay / entry,41,42,43,44,45,46,47,48
PME-1 primary,-5,-1,0,-2,-11,-12,5,6
AHR activator,9,2,0,0,0,0,-6,-1
PAFAH1B2 inh,6,0,3,4,2,-11,3,7
MEX-5 binding,-1.8,2.3,-3.2,0.6,4.6,0.0,-1.0,1.2
Fam108B counter,-2,-3,3,2,1,-16,8,2
GLD-1 RNA inh,17,13,-2,16,5,3,7,0
pPAFAH FP inh,9,7,0,2,-10,-2,1,-3
MCL1 BIM primary,12,-6,2,-3,23,-2,4,1
BCLXL inh,14,-1,13,-1,5,-3,6,34*

Four structures out of the list, ordered by molar mass, ascending:
48. CN(C)/C=N/n1cnc2ccccc2c1=O
45. O=C(CSCCc1ccccn1)Nc1ccccn1
41. COc1ccc(-c2cc3ccc(O)cc3oc2=O)cc1OC
44. COc1cc(OC)c(NS(=O)(=O)c2c(C(=O)N3CCCCC3)c(C)n(C)c2C)cc1Cl

assay / entry,48,45,41,44
PME-1 primary,6,-11,-5,-2
AHR activator,-1,0,9,0
PAFAH1B2 inh,7,2,6,4
MEX-5 binding,1.2,4.6,-1.8,0.6
Fam108B counter,2,1,-2,2
GLD-1 RNA inh,0,5,17,16
pPAFAH FP inh,-3,-10,9,2
MCL1 BIM primary,1,23,12,-3
BCLXL inh,34*,5,14,-1

Carrying on:
49. CC(C(=O)N(C)C1CCS(=O)(=O)C1)N1C(=O)/C(=C/c2ccco2)SC1=S (stereo unspecified)
50. CCn1cc(C(=O)NCCc2ccc(OC)cc2)c(=O)c2ccc(C)nc21
51. COCCN(Cc1ccccc1)C(=S)Nc1ccc(Cl)cc1
52. Cc1cc(C)n(CCCNC(=O)CN(C)S(=O)(=O)c2ccc(Cl)cc2)n1
53. COCCn1c(SCC(=O)NC2CC2)nc2ccccc21
54. CC(=O)c1ccc(NC(=O)CN2C(=O)NC(C)(c3ccc4c(c3)OCCO4)C2=O)cc1 (stereo unspecified)
55. Cc1ccc(CN2CCNC(=O)C2CC(=O)O)o1 (stereo unspecified)
56. CC(Oc1ccc(Cl)cc1Cl)c1ccnc(N)n1 (stereo unspecified)
57. N=C(N)c1ccc(O)cc1
58. Cc1cccc(NCC(=O)N/N=C\c2cccc(Oc3ccccc3)c2)c1
59. CCOC(=O)Cc1csc(NC(=O)CSc2nnc(-c3ccncc3)n2Cc2ccco2)n1

assay / entry,49,50,51,52,53,54,55,56,57,58,59
PME-1 primary,-8,-6,2,-2,2,-5,2,3,4,9,-6
AHR activator,2,3,0,3,2,2,3,1,-1,20,-3
PAFAH1B2 inh,0,1,6,3,0,8,1,7,4,5,4
MEX-5 binding,-0.8,1.0,0.1,-0.1,·,·,-2.1,0.0,2.1,1.8,0.0
Fam108B counter,-4,0,0,1,·,·,-1,-1,-1,3,-1
GLD-1 RNA inh,9,-3,-6,2,3,3,4,7,8,3,6
pPAFAH FP inh,22,6,6,-6,-1,-2,2,2,0,22,5
MCL1 BIM primary,33,-1,4,4,-8,-15,3,5,4,-3,3
BCLXL inh,16,5,3,5,-6,1,4,5,5,-1,-1

Only part of the results is shown; the hit share may differ from the screen's.
